Assay outcomes from PubChem BioAssay.
TRHR enhancer: allosterically enhances the human TRH receptor | P34981 | TRHR cells, fluo-8 calcium fluorescence, EC20 TRH enhancement | enhancement, % at 2 µM | 0.66% of 360,000 active; in the data active means enhancement above about 30%; further: 0% is about no effect
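Enhancer read-out: after compound pinning and an initial kinetic agonist-mode read, an EC20 of TRH (10 nM final) was injected and fluo-8 calcium signal (Ex 480/Em 530) followed at 1 s/cycle for 100 cycles in TRHR-expressing cells.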
Pin1 inhibitor: inhibitors of human Pin1 | Potency, µM (series often up to 115 µM), for inactives: at the highest dose activity, negative = inhibition, usual class: inhibitors | 0.009% of 390,000 active | Q13526 | Pin1 FP peptide displacement, HiFluor488, 10 min; active means well fitted inhibition curve with a large enough effect in the polarisation, with a control signal flat, not every such curve was filed as active; inconclusive means small, poorly fitted or top-dose-only effect, or effect the other way, or a change in a side signal; inactive means no such curve, though single readings can be large or run the other way; the % refers to the polarisation; further: potency means the concentration at half of the fitted maximal effect; on the % scale 0 is the no-effect control and ±100 the full control effect
Target sequence (Q13526 whole entry, looked up): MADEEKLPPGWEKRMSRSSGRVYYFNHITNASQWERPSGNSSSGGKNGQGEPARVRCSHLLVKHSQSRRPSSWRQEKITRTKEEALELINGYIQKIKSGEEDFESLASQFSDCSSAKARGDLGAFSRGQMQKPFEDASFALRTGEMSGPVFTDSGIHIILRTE
D2 agonist: agonists of human D2 dopamine receptor | P14416 | HEK293 T-REx D2 cells, calcium flux agonist mode | activation, % at 2 µM | 0.53% of 340,000 active;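 active means activation over 3 SD above normal in the single-dose calcium agonist read, cut at about 30% in these data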; further: 0% is about no effect
Target sequence (P14416 whole entry, looked up): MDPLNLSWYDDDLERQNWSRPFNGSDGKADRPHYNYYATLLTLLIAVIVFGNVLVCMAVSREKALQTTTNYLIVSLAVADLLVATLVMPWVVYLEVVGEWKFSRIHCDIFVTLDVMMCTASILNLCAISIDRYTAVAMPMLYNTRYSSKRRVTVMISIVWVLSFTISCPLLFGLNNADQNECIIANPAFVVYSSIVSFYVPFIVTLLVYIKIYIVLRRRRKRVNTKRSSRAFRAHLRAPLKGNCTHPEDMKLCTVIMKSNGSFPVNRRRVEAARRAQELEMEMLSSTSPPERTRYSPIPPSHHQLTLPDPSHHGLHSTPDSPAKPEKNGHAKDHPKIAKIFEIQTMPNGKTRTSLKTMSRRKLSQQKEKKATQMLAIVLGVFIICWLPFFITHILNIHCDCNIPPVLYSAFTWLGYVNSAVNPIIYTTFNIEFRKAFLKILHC
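Agonism is scored from calcium flux in a force-coupled, inducible HEK293 cell line expressing D2, read kinetically for 180 s after compound addition against dopamine controls.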
rTrxR1 inhibitor: blocks rat thioredoxin reductase 1 | recombinant rTrxR1, NADPH fluorescence consumption, selenite substrate | Potency, µM (top dose mostly 114 µM), for the others: at the top dose activity change, negative = inhibition, hits mostly inhibitors | 1% of 390,000 active; further: potency means the concentration at half of the fitted maximal effect; on the % scale 0 is the no-effect control and ±100 the full control effect; nearly all actives have a fitted effect of over 65% in size
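Rat TrxR1 (90 nM in the dispensed reagent) was pre-reduced with 400 uM NADPH for 5 min at room temperature, then incubated with compound for 15 min. After 400 uM selenite was added, NADPH fluorescence (Ex 340/Em 450 nm) was followed for 8 min.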
USP1 inh: inhibitors of human USP1/UAF1 deubiquitinase. recombinant USP1/UAF1, Ub-Rhodamine cleavage fluorescence. Potency, µM (titrated, usually from 57.1 µM), for inactives: at the highest dose activity change, negative = inhibition, usual class: inhibitors. 0.23% of 390,000 active. AID 743255; further: potency means the concentration at half of the fitted maximal effect; on the % scale 0 is the no-effect control and ±100 the full control effect; nearly all actives have a fitted effect of over 60% in size; inactives centre near -12
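USP1/UAF1 complex (1 nM) preincubated 15 min at room temperature with compound, then Ub-Rho substrate (150 nM final) added. Kinetic fluorescence at 480/540 nm over 6 reads at 60 s intervals; 50 mM HEPES pH 7.8, 0.5 mM EDTA, 0.1 mg/ml BSA, 1 mM TCEP, 0.01% Tween-20.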
D2 antagonist: D2 dopamine receptor (human) antagonism. P14416. HEK293 TREx D2 cells, calcium flux, dopamine EC80. inhibition, % at 10 µM. 2% of 340,000 active. AID 485344; in the data active means inhibition above about 30%; further: 0% is about no effect
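Overnight-induced (tetracycline, 30 C) HEK293 T-REx cells carrying force-coupled D2 receive a no-wash calcium dye, then compound, then EC80 dopamine at 180 s; signals are read kinetically throughout.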
mIDH1 inhibitor: blocks human mutant IDH1 R132H enzyme; AID 602179; IDH1-R132H enzyme, NADPH consumption, diaphorase/resazurin fluorescence; Potency, µM (titrated, usually from 76.6 µM), for the others: at the top dose activity change, negative = inhibition, most hits filed as inhibitors; 0.093% of 390,000 active; O75874; further: potency means the concentration at half of the fitted maximal effect; on the % scale 0 is the no-effect control and ±100 the full control effect; nearly all actives have a fitted effect of over 65% in size
Target sequence (O75874 whole entry R132H, stated change not applied): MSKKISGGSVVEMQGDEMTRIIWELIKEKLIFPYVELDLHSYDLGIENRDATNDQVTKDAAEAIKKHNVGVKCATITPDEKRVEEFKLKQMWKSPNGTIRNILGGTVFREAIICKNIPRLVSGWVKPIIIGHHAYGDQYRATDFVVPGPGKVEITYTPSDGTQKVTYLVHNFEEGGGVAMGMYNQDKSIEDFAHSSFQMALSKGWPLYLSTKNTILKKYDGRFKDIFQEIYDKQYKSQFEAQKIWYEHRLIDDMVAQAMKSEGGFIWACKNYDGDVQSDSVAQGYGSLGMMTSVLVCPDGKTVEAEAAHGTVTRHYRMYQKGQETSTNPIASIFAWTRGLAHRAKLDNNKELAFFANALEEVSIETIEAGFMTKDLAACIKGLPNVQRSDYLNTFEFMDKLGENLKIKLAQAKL
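IDH1-R132H (0.5 ug/mL) preincubated 30 min with compound, then NADPH (0.016 mM) and alpha-KG (2 mM) added; 80 min at RT, pH 7.5. Remaining NADPH coupled via diaphorase/resazurin to fluorescence (540/590 nm); concentration-response curves normalized to no-enzyme control.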
TRHR ag: TRH receptor (human) agonism | TRHR cells, calcium flux fluo-8, FDSS agonist mode | activation, % at 2 µM | 0.18% of 360,000 active | AID 493084; in the data active means activation above about 30%; further: 0% is about no effect
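Fluo-8-loaded TRHR cells; 10 s baseline, compound added, kinetic Ca2+ fluorescence read 1/s, agonist mode.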
TrxR1 substrate: substrates of rat thioredoxin reductase 1 | purified TrxR1 substrate turnover, NADPH consumption readout | Potency, µM (top dose mostly 114 µM), for the others: at the highest dose activity change, negative = substrate turnover | 0.01% of 390,000 active; further: potency means the concentration at half of the fitted maximal effect; on the % scale 0 is the no-effect control and ±100 the full control effect; nearly all actives have a fitted effect of over 50% in size
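Rat TrxR1, dispensed at 90 nM, was prereduced with 400 uM NADPH (final) for 5 min at ~22 deg C, then incubated with compound 15 min before 400 uM selenite. A first-read NADPH fluorescence drop versus no-compound background flagged substrates.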
The depositor's hits bear a star; ? = inconclusive; · = no result given; [ ] = remark or other dose. Unless noted, the call rests on the fitted dose curve; in most records, active means well fitted inhibition curve with a large enough effect; inconclusive means small, poorly fitted or top-dose-only effect; inactive means no such curve, though single readings can be large or run the other way. Only part of the results is shown; rates above refer to the full screens.

#1 CC(C)CC(NC(=O)C1CCC(C)CC1)C(=O)Nc1ccccc1F (stereo not given)
#2 CC(NC(=O)C1CCN(S(=O)(=O)c2cccc3nonc23)CC1)c1ccccc1 (stereo not given)
#3 COc1ccc(CCN=C(N)NS(=O)(=O)c2cccs2)cc1
#4 O=C(Cc1ccccc1[N+](=O)[O-])NC1CCN(Cc2ccccc2)CC1
#5 Cc1ccc(CCNC(=O)c2cc3c(=O)n(C)c4ccccc4c3n2C)cc1
#6 O=C(O)C1=C[C@H](c2cccs2)C[C@H](OCc2ccc(CO)cc2)O1
#7 COc1ccc(C(=O)N2CCN=C2SCc2cccnc2)c(OC)c1
#8 COc1cccc(NC(=O)CN(C)CC(=O)Nc2ccc(C)cc2Cl)c1

Screen / compound no.	1	2	3	4	5	6	7	8
TRHR enhancer	0	-6	6	-8	-2	4	6	1
Pin1 inhibitor	1%	0%	5%	2%	6%	0%	19%	-7%
D2 agonist	-1.0	·	-1.6	1.5	-0.2	0.0	-1.1	-1.0
rTrxR1 inhibitor	20%[57.1 µM]	-1%	13%	36%	55%[activator]	-11%[57.1 µM]	6%	17%[57.1 µM]
USP1 inh	-4%	-12%	-14%	-11%	?	-27%	4%	-12%
D2 antagonist	4	·	-5	48*	·	16	4	-2
mIDH1 inhibitor	0%	-8%	-6%	-2%	-12%	-4%	-12%	6%
TRHR ag	-0.2	0.1	0.4	0.5	-0.1	-0.1	-0.2	-1.1
TrxR1 substrate	10%[57.1 µM]	-3%	5%	3%	14%	2%[57.1 µM]	-12%	8%[57.1 µM]

#9 Cc1cc2c(c(=O)n1CCc1ccccc1)C(C(C)C)C(C#N)=C(N)O2 (stereo not given)
#10 CCOC(=O)N1CCC(Nc2ncnc3c2cnn3-c2ccc(C)cc2C)CC1
#11 Cc1oc(-c2ccccc2F)nc1CS(=O)(=O)CC(=O)N1CCOCC1
#12 COc1ccccc1CNC(=O)C(=O)NCC1OCCCN1S(=O)(=O)c1cccs1 (stereo not given)
#13 O=C(OCC(=O)N1CCOCC1)c1ccc(O)cc1
#14 COc1ccc(S(=O)(=O)N2CCOC23CCN(S(=O)(=O)c2ccc([N+](=O)[O-])cc2)CC3)cc1
#15 CCC(=O)N(CCC1(C(C)C)CCOC(C)(C)C1)C(C)c1cccs1 (stereo not given)
#16 Nc1nc(Nc2ccccc2)nc(NCc2ccccc2)c1[N+](=O)[O-]

Screen / compound no.	9	10	11	12	13	14	15	16
TRHR enhancer	3	30	1	1	15	-9	-8	4
Pin1 inhibitor	0%	2%	-8%	-7%	-9%	-6%	-8%	1%
D2 agonist	-1.4	12	0.6	0.2	0.7	0.0	-0.5	4.6
rTrxR1 inhibitor	7%	-1%	?	14%	0%	-15%	5%	-3%
USP1 inh	-5%	-15%	5%	-19%	-28%	-16%	-22%	0%
D2 antagonist	-11	8	11	-9	-14	20	-13	-4
mIDH1 inhibitor	19%	13%	-9%	0%	0%	0%	6%	-19%
TRHR ag	-1.7	-0.3	-0.5	-0.2	0.6	0.2	0.2	0.1
TrxR1 substrate	3%	1%	4%[57.1 µM]	2%	0%	-4%	-2%	0%[57.1 µM]

#17 COc1ccc(NC(=O)CSc2cccc3cccnc23)c(OC)c1
#18 Brc1ccc(-c2nnc3c4ccccc4nc(N4CCOCC4)n23)cc1
#19 CCCCN(C)CCCNC(=O)CN1N=C(c2ccc(Cl)cc2)CCC1=O
#20 Cc1ccc(C(=O)NCc2cccnc2)o1
#21 COc1ccc(C(=O)O/N=C(\C)c2nccs2)cc1
#22 O=C1c2cc([N+](=O)[O-])ccc2-c2cc(Br)c(N=C(NO)C(F)(F)F)cc21
#23 Cc1cccc(-n2c(O)c(C=NC3CCS(=O)(=O)C3)c3ccccc3c2=O)c1C (stereo not given)
#24 O=C(CN1CCCC1)Nc1cc(F)ccc1F

Screen / compound no.	17	18	19	20	21	22	23	24
TRHR enhancer	1	0	-1	-1	11	·	2	-3
Pin1 inhibitor	20%	-3%	0%	-4%	-1%	?	-8%	-2%
D2 agonist	·	-0.6	0.6	1.1	0.0	·	0.2	-0.3
rTrxR1 inhibitor	1%	-5%	13%[57.1 µM]	1%	19%[57.1 µM]	8%[11.4 µM]	17%[57.1 µM]	25%
USP1 inh	-10%	-18%	-11%	-22%	-4%	-25%	-12%	-13%
D2 antagonist	·	-4	-10	2	-7	·	-4	7
mIDH1 inhibitor	2%	0%	2%	15%	13%	-5%	7%	-6%
TRHR ag	-0.7	-0.1	-0.1	0.5	-0.1	·	0.6	0.0
TrxR1 substrate	-4%	-10%	7%[57.1 µM]	-6%	-7%[57.1 µM]	11%[57.1 µM]	-18%[57.1 µM]	-2%

#25 COc1ccc(C(=O)NCCn2cc(SCc3cc(C)ccc3C)c3ccccc32)cc1
#26 CCC(Sc1nc2n[nH]c(C)c2c(=N)n1-c1ccc(C)c(Cl)c1)C(=O)N1CCOCC1 (stereo not given)
#27 Cc1ccc(C(=O)NNC(=O)C(C)Oc2ccc3ccccc3c2)o1 (stereo not given)
#28 COC(=O)c1ccc(OC)c(CSc2nnc(-c3ccc(C)cc3)o2)c1
#29 COc1ccccc1N1CCN(CC(=O)Nc2ccc(Cl)c(C(F)(F)F)c2)CC1
#30 COc1cc(C(=O)Nc2ccc(N(C)C)cc2)c([N+](=O)[O-])cc1OC
#31 CCn1c(Cn2nnc(-c3ccccc3)n2)nnc1SCC(=O)Nc1cccc(C)c1C
#32 Cc1ccccc1-c1nn2c(-c3ccccc3)nnc2s1

Screen / compound no.	25	26	27	28	29	30	31	32
TRHR enhancer	0	2	14	·	-3	1	-1	7
Pin1 inhibitor	10%	4%	-5%	-3%	8%	8%	-2%	-1%
D2 agonist	0.3	0.9	0.3	·	0.6	2.3	-0.6	1.6
rTrxR1 inhibitor	13%	-1%[57.1 µM]	-13%	9%	12%	24%[57.1 µM]	19%	16%[57.1 µM]
USP1 inh	-5%	-8%	2%	-8%	-15%	-8%	-13%	-4%
D2 antagonist	·	1	-23	·	81*	-17	-3	9
mIDH1 inhibitor	-6%	-10%	8%	5%	10%	-3%	3%	9%
TRHR ag	0.9	1.8	0.4	·	0.3	-0.9	-0.4	-1.8
TrxR1 substrate	2%	4%[57.1 µM]	-12%	3%	4%	7%[57.1 µM]	12%	10%[57.1 µM]

3 entries from above, with tabs:
cpd	Compound	TRHR enhancer	Pin1 inhibitor	D2 agonist	rTrxR1 inhibitor	USP1 inh	D2 antagonist	mIDH1 inhibitor	TRHR ag	TrxR1 substrate
28	COC(=O)c1ccc(OC)c(CSc2nnc(-c3ccc(C)cc3)o2)c1	·	-3%	·	9%	-8%	·	5%	·	3%
32	Cc1ccccc1-c1nn2c(-c3ccccc3)nnc2s1	7	-1%	1.6	16%[57.1 µM]	-4%	9	9%	-1.8	10%[57.1 µM]
26	CCC(Sc1nc2n[nH]c(C)c2c(=N)n1-c1ccc(C)c(Cl)c1)C(=O)N1CCOCC1 (stereo not given)	2	4%	0.9	-1%[57.1 µM]	-8%	1	-10%	1.8	4%[57.1 µM]

Entries listed so far that bear a hit mark in D2 antagonist:
#	molecule	TRHR enhancer	Pin1 inhibitor	rTrxR1 inhibitor	USP1 inh	D2 antagonist	TRHR ag	TrxR1 substrate
4	O=C(Cc1ccccc1[N+](=O)[O-])NC1CCN(Cc2ccccc2)CC1	-8	2%	36%	-11%	48*	0.5	3%
29	COc1ccccc1N1CCN(CC(=O)Nc2ccc(Cl)c(C(F)(F)F)c2)CC1	-3	8%	12%	-15%	81*	0.3	4%

Next structures follow.
#33 COc1ccc2sc(-c3ccc(N(C)C)cc3)c(-c3cnc(OC)nc3)c2c1
#34 CCC(=Nc1ccccc1)C1=C(O)CCCC1=O
#35 CC(C)CNC(=O)CO/N=C/c1ccccc1Cl
#36 O=C1CC(N2CCN(c3nc4ccccc4s3)CC2)C(=O)N1c1ccc(F)cc1 (stereo not given)
#37 Cc1ccc(C2CC(=O)C=C(NCC(C)C)C2)cc1 (stereo not given)
#38 Cn1c(=O)c([N+](=O)[O-])c(Cl)c2ccccc21
#39 O=C(Nc1ccc(Cc2ccncc2)cc1)c1cc([N+](=O)[O-])ccc1N1CCOCC1

Screen / compound no.	33	34	35	36	37	38	39
TRHR enhancer	2	9	0	-6	4	7	-3
Pin1 inhibitor	16%	-1%	-13%	1%	-6%	-5%	0%
D2 agonist	-0.7	0.5	0.0	0.3	-0.2	3.6	1.0
rTrxR1 inhibitor	75%[activator]	16%[57.1 µM]	10%	-5%[57.1 µM]	-1%	2.2µM*	4%
USP1 inh	-36%	5%	-2%	-9%	-13%	-10%	-9%
D2 antagonist	3	3	4	9	0	-2	-7
mIDH1 inhibitor	-12%	3%	9%	6%	2%	-4%	-2%
TRHR ag	-0.7	0.2	-0.3	0.2	1.3	5.7	0.1
TrxR1 substrate	60%[activator]	-20%[57.1 µM]	5%	4%[57.1 µM]	-3%	8%[57.1 µM]	-3%
